# Screens deposited in PubChem by The Scripps Research Institute Molecular Screening Center.
# PAFAH1B3 inh – PAFAH1B3 (human) inhibition; 340,000 tested, 0.28% active; Q15102; recombinant PAFAH1B3, FP-rhodamine probe, fluorescence polarization; inhibition, % at 3.39 µM;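 active means inhibition above the screen-wide average of all tested compounds plus 3 SD, cut at about 25% in these data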;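 further: 0% = enzyme with DMSO only and 100% = wells lacking PAFAH1B3 protein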
# Target sequence (Q15102 whole entry, looked up): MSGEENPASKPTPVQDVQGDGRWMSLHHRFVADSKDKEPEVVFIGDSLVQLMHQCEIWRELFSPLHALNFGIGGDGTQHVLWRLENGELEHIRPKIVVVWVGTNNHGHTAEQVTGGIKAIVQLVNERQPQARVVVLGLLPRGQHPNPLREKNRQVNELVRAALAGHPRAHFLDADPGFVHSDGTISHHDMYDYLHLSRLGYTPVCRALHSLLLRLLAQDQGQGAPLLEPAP
# PAFAH2 FP inh – inhibitors of human PAFAH2; recombinant PAFAH2, FP-rhodamine activity probe, fluorescence polarization; inhibition, % at 3.39 µM; AID 492956; 340,000 tested, 0.99% active; Q99487;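 active means inhibition above the mean over all tested compounds plus 3 SD, cut at about 30% in these data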;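 further: inhibitors block probe labeling of enzyme so polarization drops; 0% = enzyme with DMSO and 100% = wells lacking PAFAH2 protein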
# PREPL inh – inhibits the human prolyl oligopeptidase-like enzyme. Q4J6C6. recombinant PREPL, fluorescence polarization activity-based probe. inhibition, % at 5.96 µM. 320,000 tested, 0.68% active. AID 2751; in the data active means inhibition above about 43%;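 further: 0% = enzyme with DMSO and 100% = wells lacking enzyme; many of its hits are not listed in these tables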
# GSTO1 inh – GSTO1 inhibition, counter-screen for RBBP9 inhibitors. inhibition, % at 5.96 µM. AID 1974. 300,000 tested, 1.1% active. P78417. recombinant GSTO1, activity-based probe fluorescence polarization;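 active means inhibition above the campaign mean inhibition plus 3 SD, cut at about 35% in these data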;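 further: 0% = GSTO1-1 with DMSO and 100% = wells lacking GSTO1-1 enzyme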
# PAD4 inh – PAD4 (human) enzyme inhibition; recombinant PAD4, RCA probe fluorescence polarization; 330,000 tested, 0.41% active; inhibition, % at 6.36 µM;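 active means percent inhibition above a cutoff equal to the mean of all tested compounds plus 3 SD, cut at about 15% in these data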;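 further: 0% = PAD4 with RCA probe and DMSO and 100% = probe without PAD4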
# Target sequence (Q9UM07 whole entry, looked up): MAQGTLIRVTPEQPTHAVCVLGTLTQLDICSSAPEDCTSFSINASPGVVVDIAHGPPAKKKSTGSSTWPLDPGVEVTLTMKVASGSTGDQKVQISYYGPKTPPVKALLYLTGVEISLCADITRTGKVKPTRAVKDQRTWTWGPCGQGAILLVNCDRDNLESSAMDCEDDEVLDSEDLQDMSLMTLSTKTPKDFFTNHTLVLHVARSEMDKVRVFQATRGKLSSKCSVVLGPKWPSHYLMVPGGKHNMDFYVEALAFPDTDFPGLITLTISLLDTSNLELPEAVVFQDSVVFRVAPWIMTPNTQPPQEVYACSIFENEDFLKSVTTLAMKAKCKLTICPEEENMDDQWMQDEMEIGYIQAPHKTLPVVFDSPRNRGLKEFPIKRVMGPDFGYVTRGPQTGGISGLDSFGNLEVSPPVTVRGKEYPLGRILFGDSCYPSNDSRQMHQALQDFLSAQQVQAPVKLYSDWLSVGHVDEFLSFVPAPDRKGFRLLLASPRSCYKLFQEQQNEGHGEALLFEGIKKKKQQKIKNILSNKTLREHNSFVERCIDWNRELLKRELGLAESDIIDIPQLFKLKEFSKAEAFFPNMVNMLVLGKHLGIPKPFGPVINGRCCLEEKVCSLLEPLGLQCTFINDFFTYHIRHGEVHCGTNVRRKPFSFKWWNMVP
# PAFAH1B2 FP inh – blocks human PAF acetylhydrolase 1b catalytic subunit 2. P68402. recombinant PAFAH1B2, FP-rhodamine activity probe, fluorescence polarization. inhibition, % at 3.39 µM. 340,000 tested, 1.2% active. AID 492953;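 active means inhibition above the mean of all tested compounds plus 3 SD, cut at about 24% in these data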;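 further: 0% = enzyme with DMSO and 100% = wells lacking PAFAH1B2; many of its hits are not listed in these tables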
# LYPLA1 counter – blocks human lysophospholipase 1, a PME1 counter-screen; inhibition, % at 5.9 µM; O75608; 320,000 tested, 0.16% active; recombinant LYPLA1, FP-Rh probe fluorescence polarization;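 active means inhibition above the mean of all tested compounds plus 3 SD, set per campaign, cut at about 14% in these data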;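 further: inhibitors block serine hydrolase probe labeling of LYPLA1 so polarization falls; 0% = enzyme with DMSO and 100% = wells lacking LYPLA1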
# LYPLA2 inh – counter-screen for PME1 inhibitors: inhibitors of human LYPLA2 | O95372 | recombinant LYPLA2, FP-Rh probe fluorescence polarization | inhibition, % at 5.9 µM | 320,000 tested, 0.38% active | AID 2177;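 active means inhibition above the screen-wide mean plus 3 SD, limit set per campaign, cut at about 26% in these data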;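 further: 0% = LYPLA2 with DMSO and 100% = wells lacking LYPLA2 enzyme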
# pPAFAH FP inh – inhibitors of human plasma PAF acetylhydrolase (pPAFAH); recombinant pPAFAH, FP-rhodamine probe fluorescence polarization; inhibition, % at 3.39 µM; 330,000 tested, 1.5% active;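 active means inhibition above the mean inhibition across the screen plus 3 SD, cut at about 25% in these data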;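 further: inhibitors block binding of the rhodamine activity-based probe so polarization drops; 0% = enzyme with DMSO and 100% = wells lacking pPAFAH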
# Starred values were filed as active, the others as inactive; nt = not tested or not shown. These rows are one share of the data, so the mix of outcomes need not match the whole.
SMILES,PAFAH1B3 inh,PAFAH2 FP inh,PREPL inh,GSTO1 inh,PAD4 inh,PAFAH1B2 FP inh,LYPLA1 counter,LYPLA2 inh,pPAFAH FP inh
C=CCc1cc(C=C2C(=O)NC(=O)NC2=O)cc(OC)c1OCc1ccc(C(=O)O)cc1,8,7,-6,-9,-6,2,1,0,-2
O=C(CN1CCOCC1)c1ccc(Br)cc1,11,-1,7,-3,1,2,-4,-8,-2
COC(=O)C1=C(c2ccc(Cl)c(C(F)(F)F)c2)C[C@@H]2CC[C@H]1N2C(=O)N1CCCC1,7,4,-1,nt,-1,6,1,1,1
CNS(=O)(=O)c1ccc(N=Cc2c(O)n(-c3cccc(C)c3)c(=O)[nH]c2=O)cc1,-3,2,-10,-3,-4,3,2,-3,4
CCCNC(=O)N1[C@H]2CC[C@@H]1C(C(=O)OC)=C(c1cc3ccccc3o1)C2,22,2,-5,-3,0,4,-1,-7,1
COc1ccc(N=Cc2c(O)n(-c3ccc(C)cc3)c(=O)[nH]c2=O)cc1,nt,nt,-2,-5,-4,nt,-1,0,-2
Cc1cc(S(N)(=O)=O)ccc1N=Cc1c(O)n(-c2ccccc2)c(=O)[nH]c1=O,3,6,6,-2,1,5,0,2,7
O=C1NC(=O)C2(Cc3ccccc3N3CCCC32)C(=O)N1Cc1ccccc1 (centres undefined),1,10,-2,8,-3,1,3,-5,10
CCc1c(C)nc(N)nc1N1N=C1SCCOc1ccccc1,10,2,5,-4,-5,5,-2,4,3
CC(=O)c1c(O)n(C)c(=S)n(-c2ccccc2)c1=O,2,-2,7,-2,-1,6,4,8,3
Cc1ccc(S(=O)(=O)Cc2ccc(C(=O)N3CCC4(CC3)OCCO4)o2)cc1,5,11,16,-8,3,5,-8,-6,0
COc1ccc(CCN(C)Cc2c(F)cccc2F)cc1OC,1,3,0,5,5,0,0,1,1
CCOC(=O)N(CC)c1ccc(C(O)(C(=O)OCC)C(F)(F)F)cc1 (centres undefined),9,8,-2,9,-8,-1,2,0,4
O=C(c1ccc(F)cc1Cl)N1CCC2(CC1)OCCO2,7,3,13,2,-7,2,-1,1,0
COc1cccc(N(C(C)=O)C2=NCCCS2)c1,4,7,1,6,-1,3,1,5,2
CCOC(=O)C1(c2ccccc2)CCN(Cc2cccc(C(=O)O)c2)CC1,8,3,2,-6,-9,5,-2,-2,-7
CCOC(=O)C(O)(c1ccc(N=c2ccccn2C)cc1)C(F)(F)F (centres undefined),5,2,1,9,0,5,-1,-2,-2
CN(C)c1ccc(/C=C2/C(=O)NC(=O)N(CCc3ccc(F)cc3)C2=O)cc1,-6,-5,5,25,-10,-1,-1,-7,5
COC(=O)C1=C(c2ccc(F)cc2OCc2ccccc2)C[C@@H]2CC[C@H]1N2C(=O)NCCO,11,3,-2,nt,2,0,-1,0,2
CN(C)Cc1c[nH]c2ccccc12,-1,-1,-2,23,-2,3,-1,1,-1
Cn1cccc1/C=C1/C(=O)NC(=O)N(C(C)(C)C)C1=O,3,0,-3,26,4,3,-2,3,2
CC1(C)OC1COc1c2occc2cc2ccc(=O)oc12 (centres undefined),8,-2,12,1,0,11,2,6,0
COc1ccccc1Sc1ccccc1CC(C)N (centres undefined),0,-5,-40,6,-3,2,5,0,3
CCCCn1c(O)c(C(C)=Nc2c(C)n(C)n(-c3ccccc3)c2=O)c(=O)[nH]c1=O,-6,-1,0,2,0,0,-1,2,2
COC(=O)C1=C(c2ccccc2)C[C@@H]2CC[C@H]1N2C(=O)NCCNC(C)=O,3,-3,5,2,2,-6,2,-2,0
Cc1cc(C=C2C(=O)N(C)C(=O)N(C)C2=O)c(C)n1-c1ccccc1,4,2,-1,0,-4,0,-2,-5,-4
CCn1cc(C=C2C(=O)NC(=O)NC2=O)c2ccccc21,1,3,-7,1,0,4,-2,-2,2
N#Cc1ccc(NC(=O)CN2CCCCCC2)cc1Cl,-10,11,-1,6,-2,1,1,-3,3
Cc1cc(Oc2ccc(C(F)(F)F)cc2[N+](=O)[O-])c2c3c(c(=O)oc2c1)CCC3,8,3,3,-1,3,0,4,3,4
CCC(=O)N1CC(=O)Nc2ccc(F)cc2C1c1ccccc1 (centres undefined),-1,-3,7,-1,2,3,1,-2,4

# Quoted at random: 2 records from the list
SMILES,PAFAH1B3 inh,PAFAH2 FP inh,PREPL inh,GSTO1 inh,PAD4 inh,PAFAH1B2 FP inh,LYPLA1 counter,LYPLA2 inh,pPAFAH FP inh
Cc1cc(Oc2ccc(C(F)(F)F)cc2[N+](=O)[O-])c2c3c(c(=O)oc2c1)CCC3,8,3,3,-1,3,0,4,3,4
CN(C)Cc1c[nH]c2ccccc12,-1,-1,-2,23,-2,3,-1,1,-1

# Carrying on:
SMILES,PAFAH1B3 inh,PAFAH2 FP inh,PREPL inh,GSTO1 inh,PAD4 inh,PAFAH1B2 FP inh,LYPLA1 counter,LYPLA2 inh,pPAFAH FP inh
Cc1cccc(CNCCc2c[nH]c3ccccc23)c1,8,0,-46,-6,-8,-5,2,4,0
COC(=O)C1=C(c2cccc(OC)c2OC)C[C@@H]2CC[C@H]1N2C(=O)NCCNC(C)=O,7,-2,-4,-2,2,-3,-2,-2,1
COC(=O)c1c(C)n(Cc2ccc3c(c2)OCO3)c2ccc(O)cc12,8,7,18,-5,1,-4,-4,2,8
O=C(N/N=C1/CN2CCC1CC2)c1cccc(O)c1,3,4,-4,12,-9,11,0,-2,-1
COCCCN1Cc2ccccc2C1=N,3,1,8,3,1,-2,2,5,2
O=C(c1ccc(F)c([N+](=O)[O-])c1)N1CC2CC(C1)c1cccc(=O)n1C2 (centres undefined),5,-7,8,16,0,2,0,4,4
COC(=NC1CCCCC1)C(O)c1c[nH]c2ccccc12 (centres undefined),-1,-5,10,7,3,-1,3,8,3
CC1CCC(NC(=O)CNC(=S)N2CC3CC(C2)c2cccc(=O)n2C3)CC1 (centres undefined),3,8,-6,6,-4,6,4,4,1
O=C(O)c1ccc(-n2c(O)c(/C=C3\C=Nc4ccccc43)c(=O)[nH]c2=O)cc1,-2,5,-6,-5,0,4,1,2,-1
O=C(CCC(=O)N1CC2C[C@@H](C1)Cn1c2cccc1=O)NCCc1ccccc1,3,7,-6,-2,-2,5,0,5,10
CN1C2CCC1CC(OC(=O)c1cc(Cl)cc(Cl)c1)C2 (centres undefined),-5,1,9,-1,1,-1,5,5,2
c1ccc2c(CNC3CCCCC3)c[nH]c2c1,nt,nt,3,9,8,nt,0,5,4
Cc1cc(C=O)c(C)n1CC1CCCO1 (centres undefined),5,3,2,1,3,5,1,-1,5
CCc1c(C)nc(N)nc1N1N=C1SCC#N,2,-3,13,12,2,0,-1,-6,-4
O=C1NC(=O)C(=Cc2cn(CCOc3ccc4c(c3)OCO4)c3ccccc23)C(=O)N1,-83,-84,-7,7,1,-58,-2,-2,2
CC(=O)c1c(C)n(CCCOC(C)C)c2ccc(O)cc12,-1,4,18,-6,5,2,2,-1,3
COC(=O)C1=C(c2ccc3ccccc3c2)C[C@@H]2CC[C@H]1N2C(=O)NC1CCCCC1,18,3,-2,nt,2,3,-1,-3,-1
c1cc2c(cc1CN1CCNCC1)OCO2,2,-3,16,6,1,3,2,3,2
CN(C)c1ccc(/C=C/C=C/c2sc3ccccc3[n+]2C)cc1,-14,-36,13,-8,-7,-12,-23,-43,-4
COC(=O)C1=C(c2cc3ccccc3s2)C[C@@H]2CC[C@H]1N2C(=O)NCCO,-4,4,-9,2,2,-6,-4,2,2
CCNc1cc(N2CCNCC2)ccc1[N+](=O)[O-],nt,nt,3,0,-3,nt,1,1,-1
O=C(NC(C(Cl)Cl)N1CCOCC1)c1ccccc1 (centres undefined),3,-1,-5,5,1,-3,0,-2,2
O=[N+]([O-])c1ccc(N2CCCCC2)c2ncccc12,4,5,12,11,-8,6,-4,4,2
CC(c1ccccc1F)n1cc(C(=O)Nc2ccc3nc[nH]c3c2)nn1 (centres undefined),8,-7,-14,-3,4,5,-1,2,3
Fc1ccc(N2CCN(Cc3ccc4c(c3)OCO4)CC2)cc1,2,2,29,-3,5,3,-2,1,3
COc1cc(C(=O)N2C[C@H]3C[C@@H](C2)c2cccc(=O)n2C3)cc(OC)c1OC,7,2,7,1,4,3,0,2,2
C[C@H]1[C@@H](c2ccccc2)O[C@@H](c2ccccc2Br)N1C,0,3,-3,21,2,5,0,2,-2
O=c1[nH]c(=S)n(CCC2=CCCCC2)c(O)c1/C=N/Nc1ccccc1,2,9,-23,2,-26,35*,-8,-11,17
Oc1cc2c(cc1O)[C@H]1c3ccccc3CN[C@@H]1CC2,nt,nt,-6,25,1,nt,-5,-8,0
O=C(CCc1nnc2ccc(NCc3ccccc3Cl)nn12)N1CCC2(CC1)OCCO2,-1,5,22,-4,1,-2,-3,6,6
c1cc2n(c1)-c1c(ccc3c1OCO3)CNC2c1ccc2c(c1)OCO2 (centres undefined),2,6,-19,-1,-10,0,-2,-4,1
BrCCc1ccccc1,6,0,9,nt,-11,-1,0,2,-4
c1ccc2cc(CC3=NCCN3)ccc2c1,-2,2,-8,3,-6,2,2,6,4
Cc1nn(Cc2ccccc2)c(C)c1C(=O)NCc1ccccc1,4,2,-3,4,-6,4,2,7,6
C=CCn1c(O)c(C(C)=NC(C)c2ccccc2)c(=O)[nH]c1=O (centres undefined),-1,-1,3,-3,-6,-1,-1,-7,0
O=C(COc1ccc2c3c(c(=O)oc2c1)CCC3)N1C[C@H]2C[C@@H](C1)c1cccc(=O)n1C2,0,-2,-1,6,1,0,0,4,0
CCOC(=O)c1c(C)n(Cc2ccccc2)c2ccc(OCC(O)Cn3nc(C)cc3C)cc12 (centres undefined),-5,-9,4,-5,-3,4,-2,-7,7

# At a glance, 10 of the compounds above.
SMILES,PAFAH1B3 inh,PAFAH2 FP inh,PREPL inh,GSTO1 inh,PAD4 inh,PAFAH1B2 FP inh,LYPLA1 counter,LYPLA2 inh,pPAFAH FP inh
C=CCc1cc(C=C2C(=O)NC(=O)NC2=O)cc(OC)c1OCc1ccc(C(=O)O)cc1,8,7,-6,-9,-6,2,1,0,-2
O=C(CN1CCOCC1)c1ccc(Br)cc1,11,-1,7,-3,1,2,-4,-8,-2
COC(=O)C1=C(c2ccc(Cl)c(C(F)(F)F)c2)C[C@@H]2CC[C@H]1N2C(=O)N1CCCC1,7,4,-1,nt,-1,6,1,1,1
CNS(=O)(=O)c1ccc(N=Cc2c(O)n(-c3cccc(C)c3)c(=O)[nH]c2=O)cc1,-3,2,-10,-3,-4,3,2,-3,4
CCCNC(=O)N1[C@H]2CC[C@@H]1C(C(=O)OC)=C(c1cc3ccccc3o1)C2,22,2,-5,-3,0,4,-1,-7,1
COc1ccc(N=Cc2c(O)n(-c3ccc(C)cc3)c(=O)[nH]c2=O)cc1,nt,nt,-2,-5,-4,nt,-1,0,-2
Cc1cc(S(N)(=O)=O)ccc1N=Cc1c(O)n(-c2ccccc2)c(=O)[nH]c1=O,3,6,6,-2,1,5,0,2,7
O=C1NC(=O)C2(Cc3ccccc3N3CCCC32)C(=O)N1Cc1ccccc1 (centres undefined),1,10,-2,8,-3,1,3,-5,10
CCc1c(C)nc(N)nc1N1N=C1SCCOc1ccccc1,10,2,5,-4,-5,5,-2,4,3
CC(=O)c1c(O)n(C)c(=S)n(-c2ccccc2)c1=O,2,-2,7,-2,-1,6,4,8,3
